PKA-R1A activ: PKA-R1A complex activation. activation, % at 11.4 µM. 340,000 compounds, 0.083% hits. PKA-R1A dissociation, Cy5-IP20 fluorescence polarization; scaled: DMSO 0%, 113 µM cGMP 100%. P00514+P68181. AID 504707;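 active = percent activation above the mean of all tested compounds plus 3 SD, cut at about 19% in these data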;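 note: higher means more PKAc released from R1A so a rise in polarization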
OPRM1-OPRD1 ag: OPRM1-OPRD1 heterodimerization agonism; P35372+P41143; cells, luminescence; activation, % at 9.3 µM; 340,000 compounds, 0.3% hits; AID 504326; in the data active = activation above about 18%;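 note: 0% = vehicle-treated cells and 100% = reference agonist; values of inactives mirror those of a sister screen read the other way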
Arr AP2 block: inhibitors of human beta-arrestin and AP2 interaction; AID 504490; 340,000 compounds, 0.31% hits; FITC-arrestin peptide / GST-AP2 beads, flow cytometry; AP2 beta2 appendage carries R879A mutation; inhibition, % at 10 µM;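 active = inhibition above a set limit, near 3 SD of compounds lacking own fluorescence, cut at about 54% in these data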;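 note: plate controls were DMSO wells for no effect and 5 µM unlabelled arrestin peptide for full effect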
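System: GST-AP2 R879A glutathione beads; medium: PBS, Tween 20 0.05%, BSA 0.1%; reagent: fluorescein-tagged arrestin peptide at 50 nM final; schedule: pre-incubation 12 min, peptide binding 1 h, room temperature; detection: flow cytometry, FL1 (488/535 nm); read-out: inhibition as reduced fluorescein signal on beads, percent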
AddAB inh: less growth of phage-infected E. coli with AddAB | E. coli expressing H. pylori AddAB, absorbance growth | inhibition, % at 11.9 µM | 330,000 compounds, 0.29% hits | AID 435030; in the data active = inhibition above about 12%;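 note: 0% = vehicle wells of infected cells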
MOR-DOR inv ag: inverse agonist of human OPRM1-OPRD1 heterodimerization; cell-based MOR-DOR heterodimer luminescence, inverse agonism; inhibition, % at 9.3 µM; 340,000 compounds, 0.21% hits; in the data active = inhibition above about 22%, passing the limit was not always enough;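 note: 0% = cells with DMSO and 100% = wells without cells with DMSO; values of inactives mirror those of a sister screen read the other way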
E coli growth: reduces bacterial viability in AddAB counter-screen | E. coli V3065 growth, OD600 absorbance, 18 h | inhibition, % at 11.9 µM | 330,000 compounds, 0.27% hits;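 active = inhibition above the campaign's mean inhibition across all tested compounds plus 3 SD, cut at about 9.9% in these data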;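 note: uninfected addAB+ strain grown without phage in ampicillin broth; 0% = DMSO wells and 100% = ciprofloxacin 0.95 µg/ml wells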
PfHsp90 yeast 2: reduces growth (ATP signal) of yeast expressing P. falciparum Hsp90. S. cerevisiae expressing PfHsp90, BacTiter-Glo ATP, 48 h; yeast lacking PDR1 and PDR3 efflux regulators. inhibition, % at 9.4 µM. 310,000 compounds, 0.32% hits. AID 504621;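 active = every replicate shows inhibition above about 80%, whatever the replicate mean, limit read from the data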;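 note: 0% = DMSO neutral controls and 100% = 20 µM radicicol positive controls; yeast relying on Plasmodium falciparum Hsp90 in place of its own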
phage Ecoli inh: E. coli growth loss with phage present. growth absorbance. inhibition, % at 11.9 µM. 360,000 compounds, 0.26% hits. AID 651602; in the data active = inhibition above about 11%
Mot1-301 SUMO: inhibitors of SUMOylation pathway: yeast Mot1-301 growth rescue | AID 2716 | 320,000 compounds, 1% hits | growth rescue, % at 18.8 µM | S. cerevisiae Mot1-301 growth rescue, ATP luminescence, 38.5C; percent above DMSO median, 100 means doubled;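 active = every valid replicate shows activation above 250% relative to neutral control wells; inactive = the rest, any valid replicate at or below 250%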;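 note: OY570 slx delta 5 strain wells were the positive control but not used for scaling; some compounds called inactive have numbers as strong as hits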
DSG3 Ab inh: human desmoglein-3 autoantibody binding inhibition | DSG3-coupled beads, scFv-anti-DSG3-GFP binding, flow cytometry; stronger effect = lower value | binding (percent of control), % at 10 µM | 310,000 compounds, 0.48% hits | AID 588358;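 active = binding more than 3 SD below its plate's average and above zero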;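 note: hits lower antibody fragment binding to DSG3; some compounds called inactive have numbers as strong as hits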
Target sequence (P32926 whole entry, looked up, the tested form may be a part): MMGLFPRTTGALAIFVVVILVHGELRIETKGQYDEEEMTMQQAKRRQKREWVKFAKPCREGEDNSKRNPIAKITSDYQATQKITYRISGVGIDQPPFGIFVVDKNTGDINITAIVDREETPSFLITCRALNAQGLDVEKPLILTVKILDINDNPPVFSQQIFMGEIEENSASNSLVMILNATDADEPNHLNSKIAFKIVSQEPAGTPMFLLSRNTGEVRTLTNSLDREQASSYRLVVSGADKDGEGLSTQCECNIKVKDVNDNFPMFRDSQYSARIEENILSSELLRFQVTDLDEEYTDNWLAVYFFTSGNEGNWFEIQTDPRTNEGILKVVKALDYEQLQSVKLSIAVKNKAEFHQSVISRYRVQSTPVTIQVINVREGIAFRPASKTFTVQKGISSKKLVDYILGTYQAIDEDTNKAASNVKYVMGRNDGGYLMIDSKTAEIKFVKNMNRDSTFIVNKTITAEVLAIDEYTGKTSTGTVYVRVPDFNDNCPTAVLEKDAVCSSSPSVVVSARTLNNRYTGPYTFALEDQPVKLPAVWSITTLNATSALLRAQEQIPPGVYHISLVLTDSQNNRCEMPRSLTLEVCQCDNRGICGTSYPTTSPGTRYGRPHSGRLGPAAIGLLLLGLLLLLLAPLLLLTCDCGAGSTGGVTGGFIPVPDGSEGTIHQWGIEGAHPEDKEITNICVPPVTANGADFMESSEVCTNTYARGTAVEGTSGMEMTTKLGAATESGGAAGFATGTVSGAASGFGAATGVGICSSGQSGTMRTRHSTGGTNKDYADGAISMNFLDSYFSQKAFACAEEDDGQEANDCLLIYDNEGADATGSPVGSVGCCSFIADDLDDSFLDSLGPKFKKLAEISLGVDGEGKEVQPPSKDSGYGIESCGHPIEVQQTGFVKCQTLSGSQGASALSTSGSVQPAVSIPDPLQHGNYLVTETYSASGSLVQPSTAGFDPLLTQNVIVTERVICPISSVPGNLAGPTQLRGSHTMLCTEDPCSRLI
Tat transport: inhibitors of E. coli Tat protein transport. inhibition, % at 10 µM. AID 488895. 340,000 compounds, 0.036% hits. E. coli MC4100 TorA-mCherry Tat export, fluorescence;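 active = mean replicate inhibition at least 50% and at least half of replicates individually reaching 50%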;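 note: exported cargo escapes ClpAP degradation while cytoplasmic cargo is degraded and loses fluorescence; 0% = median of neutral control wells and 100% = median of NaSCN control wells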
* hit, by the source's call; x = not tested or not shown. No enrichment for hits. Share with any hit: about 2.8%.

SMILES	PKA-R1A activ	OPRM1-OPRD1 ag	Arr AP2 block	AddAB inh	MOR-DOR inv ag	E coli growth	PfHsp90 yeast 2	phage Ecoli inh	Mot1-301 SUMO	DSG3 Ab inh	Tat transport
COc1cccc(NC(=O)CSc2nc3ccccc3c3nc4ccccc4n23)c1	10	-1.1	-8	-1.0	6	-1.2	-7	1.0	-6	118	0
O=C(Nc1cccc(O)c1)c1cc(-c2ccc3c(c2)OCO3)on1	8	4.9	-2	5.1	-26	-2.3	9	3.0	-41	101	-4
OCC(O)/C=N/Nc1nc(Nc2ccccc2)nc(Nc2ccccc2)n1 (centres undefined)	4	-2.5	26	0.5	12	-0.6	-11	3.6	-14	102	-1
O=C(N1CCN(c2ccccc2)CC1)C(F)(F)C(F)F	-7	-0.2	-3	-1.3	1	-0.2	x	0.9	-7	124	-10
CCOC(=O)c1ccc(NC(=O)CSCCC(=O)O)cc1	0	-2.7	-9	4.5	14	0.5	2	3.2	17	100	-10
Cc1cc(C)cc(N2C(=O)c3nccnc3C2=O)c1	-16	-2.2	1	3.7	12	-0.9	38	5.8	-11	115	6
C#CCN1C(=O)C(O)(CC(=O)c2ccc3c(c2)OCCO3)c2ccccc21 (centres undefined)	-5	-3.9	4	5.0	20	-0.3	3	2.3	-7	106	1
CC(C)C(=O)Nc1nnc(S(=O)(=O)N2CCCCCC2)s1	-2	-1.3	-4	0.3	7	-0.9	-22	1.8	-19	99	-2
COCCCn1c(=O)c2ccccc2n(Cc2ccccc2C)c1=O	3	-0.9	3	1.6	5	1.5	1	0.9	455*	94	-5
CCCCc1nnc(NC(=O)C2CCN(c3ncnc4sc(C)c(C)c34)CC2)s1	-4	4.7	3	4.5	-24	-0.2	x	1.8	x	99	2
Cc1ccccc1NC(=O)COc1cccc2c1CCNC2=O	-10	-1.8	-5	-1.5	12	-2.5	6	1.9	-11	100	3
COC(=O)c1sc(N)c(C(=O)OC)c1CSc1nc2sc3c(c2c(=O)n1C)CCC3	-10	-3.0	7	4.1	17	2.7	x	1.9	74	96	7
CC(C)n1c(SCc2ccccc2F)nc2c1c(=O)n(C)c(=O)n2C	-3	2.4	-4	2.7	-12	1.0	-3	1.7	-3	106	1
COc1cc(C2C(C#N)=C(SC)NC3=C2C(=O)CCC3)ccc1O (centres undefined)	2	-2.0	-13	0.4	11	0.1	-5	-2.1	-8	89	-1
CC1CCCCN1C(=O)c1ccc(CS(=O)(=O)Cc2ccccc2)cc1 (centres undefined)	-9	-3.6	-15	-1.6	18	0.8	18	-1.1	6	103	13
CC(=O)c1ccc(NC(=O)C(C)OC(=O)c2ccc(NS(=O)(=O)c3ccc(F)c(F)c3)cc2)cc1 (centres undefined)	-10	-1.3	4	1.3	7	2.8	-2	-0.8	-2	108	0
O=C(NCc1ccc(F)cc1)C1CC(=O)N(C2CCCCCCC2)C1 (centres undefined)	2	-1.9	-4	1.7	10	-1.6	-8	0.2	-6	104	-8
Cc1csc(NC(=O)C2CCCC2)n1	-17	-1.9	-9	2.9	10	2.8	15	1.0	7	101	0
CC12CCC(=O)C=C1C(O)CC1C2CCC2(C)C1CCC2(O)C(=O)CO (centres undefined)	16	-1.6	3	x	8	x	1	1.5	x	90	-5
CC12CCC(C(=O)Nc3cc(Cl)ccc3Cl)(C/C1=N\O)C2(C)C (centres undefined)	-14	1.3	-6	1.2	-7	2.5	-10	1.9	-3	x	2
CC(Oc1ccccc1)C(=O)OCC(=O)Nc1sccc1C(N)=O (centres undefined)	-7	-0.2	-4	2.1	1	-0.7	12	2.2	-1	94	3
O=C(Cc1coc2ccc3ccccc3c12)NCc1cccs1	7	-1.8	4	4.6	9	-0.8	-10	2.1	15	70	6
O=C(O)/C=C/c1ccccc1Oc1ccc(Cl)cc1Cl	-4	-1.9	8	4.2	9	0.2	-32	3.4	-15	108	3
Nc1ccccc1Nc1cc(-c2ccccc2)[nH]n1	0	2.7	14	x	-12	x	-11	-0.8	x	x	1
C=CCN(c1ccc(C(=O)Nc2cccc(C)c2)cc1)S(C)(=O)=O	0	-0.7	9	3.0	4	-1.4	-21	3.1	-6	103	-3
SMILES	PKA-R1A activ	OPRM1-OPRD1 ag	Arr AP2 block	AddAB inh	MOR-DOR inv ag	E coli growth	PfHsp90 yeast 2	phage Ecoli inh	Mot1-301 SUMO	DSG3 Ab inh	Tat transport
CCCCNCc1cc(Br)c(OCC(=O)N2CCOCC2)c(OC)c1	-11	1.0	-3	0.2	-5	0.7	-18	1.6	5	101	1
Cc1ccc2nc(Nc3nc(CSc4nc5ccccc5s4)cc(=O)[nH]3)nc(C)c2c1	-1	-2.5	2	0.2	16	0.0	21	2.2	23	102	-2
CCN1CCN(Cc2c(O)ccc3c(C)cc(=O)oc23)CC1	-10	-4.5	-1	-1.3	20	-3.7	12	2.3	50	97	12
N=c1n(CCO)c2ccccc2n1Cc1ccc(Cl)cc1	1	-1.3	2	3.4	6	-0.3	25	1.2	2	99	9
CC(OC(=O)CN1C(=O)c2ccccc2C1=O)C(=O)NC1CCCCC1C (centres undefined)	-9	-1.2	6	0.0	8	-0.7	x	0.5	4	107	-3
CC1CCCN(S(=O)(=O)c2cc3c4c(c2)CCN4C(=O)CC3)C1 (centres undefined)	-13	-0.7	31	2.5	4	-0.9	10	2.7	9	92	-12
CCc1ccc(S(=O)(=O)NC2CC(C)(C)NC(C)(C)C2)cc1	6	-1.5	6	0.7	7	0.9	11	4.5	7	102	3
Cc1cc(Oc2nc3c(C)cccn3c(=O)c2/C=C(\C#N)S(=O)(=O)c2ccccc2)ccc1Cl	-11	-2.6	-2	-0.6	13	-0.4	-9	3.5	x	103	-4
CCNc1nc(NCC)nc(N/N=C/c2ccccc2)n1	0	-2.3	42	-4.7	11	-4.8	10	-0.5	6	97	1
Cc1c(-n2c(SCC(=O)N(C)C3CCS(=O)(=O)C3)nc3ccccc3c2=O)c(=O)n(-c2ccccc2)n1C (centres undefined)	-13	-0.1	-2	-0.2	0	-1.4	20	0.9	-15	99	-8
CCCCCCCC(=O)N/N=C/c1ccc([N+](=O)[O-])o1	8	11	-6	4.3	-78	-1.9	x	2.8	-5	88	-3
CC(=O)c1ccc(OCC(O)CN2CC(C)OC(C)C2)cc1 (centres undefined)	-8	-2.9	13	1.9	12	-0.5	7	1.7	18	x	-3
O=C(O)/C=C\C(=O)Nc1ccccc1C(=O)NCc1ccccc1	-2	-2.4	-14	2.4	14	0.1	-6	1.3	165	93	2
Cc1ccc(S(=O)(=O)NCC(=O)OC(C(=O)c2ccccc2)c2ccccc2)cc1 (centres undefined)	-1	1.9	20	-0.2	-8	-0.8	7	0.9	408	101	-2
C[C@@H](NC(=O)c1ncn(C)c1C(=O)N[C@H](C)c1ccccc1)c1ccccc1	4	5.5	0	-0.6	-31	-2.8	-1	3.2	43	106	11
COC(=O)c1ccc(NC(=S)NCCCn2ccnc2)cc1	0	-2.3	-1	0.3	13	-1.0	10	0.6	-5	102	-1
CC(=O)NCCC(=O)Nc1nc(C)c(Cc2ccc3c(c2)OCO3)s1	6	-0.3	-4	1.3	2	1.3	6	3.7	-7	108	2
Cc1nnc(NCc2cccc(Cl)c2)c2ccccc12	9	1.4	-5	2.9	-12	1.4	16	1.2	18	103	1
CC(=O)Nc1sc2c(c1CN1CCCC1)CCCC2	-2	-0.3	-11	0.7	1	2.1	19	2.0	25	101	2
O=C(CCNS(=O)(=O)c1ccccc1)NNC(=O)C1COc2ccccc2O1 (centres undefined)	-3	-0.1	33	-1.5	0	-2.9	3	1.9	x	109	0
COC(=O)Cn1c(=NC(=O)CCS(=O)(=O)c2ccccc2)sc2c(OC)ccc(OC)c21	-1	-2.0	17	3.7	11	-2.0	0	0.8	-7	106	-5
CCc1nnc(NC(=O)C2CC(=O)N(Cc3ccco3)C2)s1 (centres undefined)	0	-1.1	-5	2.4	7	1.7	19	3.6	5	110	-7
O=C(CSc1nnc(-c2ccccc2F)n1CCc1ccccc1)Nc1ccc2[nH]c(=O)[nH]c2c1	4	-1.1	2	1.4	6	1.6	-27	1.9	-7	109	-8
CCSc1nc2ccccc2n1CCOc1ccccc1	7	-1.6	-3	1.8	8	-0.7	11	2.4	300	96	-14
Cc1ccoc1C(=O)NCCCNC(=O)c1occc1C	-3	-4.9	-3	1.9	26	-0.8	-27	0.5	-17	105	-2
SMILES	PKA-R1A activ	OPRM1-OPRD1 ag	Arr AP2 block	AddAB inh	MOR-DOR inv ag	E coli growth	PfHsp90 yeast 2	phage Ecoli inh	Mot1-301 SUMO	DSG3 Ab inh	Tat transport
COc1cccc(CC(=O)NN2C(=O)NC3(CCCCC3)C2=O)c1	-2	0.5	35	0.4	-2	-1.8	-3	0.9	-15	104	10
O=C(CCCSc1nc2sc3c(c2c(=O)[nH]1)CCC3)NCCCO	-3	-1.1	23	2.8	6	0.4	-49	0.7	-4	96	2
CCOc1ccc(S(=O)(=O)NCc2ccncc2)cc1NC(=O)c1ccccc1F	-11	3.3	5	1.2	-23	1.4	-10	0.7	-10	106	6
Nc1c(-c2ccccc2)c(CN2CCOCC2)nn1-c1cccc([N+](=O)[O-])c1	4	-2.8	-10	2.2	14	1.1	x	0.9	-19	124	1
COc1ccc(C(=O)Nc2ccc(S(=O)(=O)N3CCCC3)cc2)c(OC)c1	8	-2.8	-2	-0.2	12	0.3	-23	2.3	-3	94	7
CC1=NN2C(=N)/C(=C\c3ccc(SCc4ccccc4)o3)C(=O)N=C2S1	-8	-2.6	6	3.4	17	3.5	6	1.2	23	101	-2
O=C1CC(N2CCC(O)(c3ccc(Cl)cc3)CC2)C(=O)N1 (centres undefined)	2	-4.0	21	0.6	20	1.8	x	-1.1	-16	106	1
COc1ccc(OC)c(-c2cc(C3CCN(c4cc(Cl)nc(N)n4)CC3)[nH]n2)c1	-3	0.6	-6	2.8	-3	-1.2	-28	5.0	-31	x	22
NC(=O)c1ccsc1NC(=O)COC(=O)CCCOc1ccccc1	-8	-1.9	0	x	10	x	x	1.9	x	101	-6
CCOc1ccccc1C1C2C(=O)N(c3ccccc3)C(=O)C2ON1c1ccccc1 (centres undefined)	9	1.1	1	0.6	-6	-0.8	12	1.4	-13	103	7
COC(=O)c1cccnc1-n1c(=O)c2cccnc2n(Cc2cccc(C(F)(F)F)c2)c1=O	-5	-2.4	11	-0.3	13	-1.5	-2	-1.6	-11	100	-1

Compound profiles, as listed above. Screens in order: PKA-R1A activ	OPRM1-OPRD1 ag	Arr AP2 block	AddAB inh	MOR-DOR inv ag	E coli growth	PfHsp90 yeast 2	phage Ecoli inh	Mot1-301 SUMO	DSG3 Ab inh	Tat transport
`O=C(CCCSc1nc2sc3c(c2c(=O)[nH]1)CCC3)NCCCO` as listed: -3	-1.1	23	2.8	6	0.4	-49	0.7	-4	96	2
`Nc1c(-c2ccccc2)c(CN2CCOCC2)nn1-c1cccc([N+](=O)[O-])c1` as listed: 4	-2.8	-10	2.2	14	1.1	x	0.9	-19	124	1

Screening data from PubChem BioAssay.
